Source: PubChem BioAssay
GCN5L2 inh: blocks human GCN5L2 histone acetyltransferase; GCN5L2 HAT assay, ThioGlo1 CoA-SH fluorescence; AID 504327; Potency, µM (titrated, usually from 58.9 µM), for the others: at the highest dose activity change, negative = inhibition, hits mostly inhibitors; Q92830; actives 0.21% (n = 390,000)
Target sequence (Q92830 whole entry, looked up): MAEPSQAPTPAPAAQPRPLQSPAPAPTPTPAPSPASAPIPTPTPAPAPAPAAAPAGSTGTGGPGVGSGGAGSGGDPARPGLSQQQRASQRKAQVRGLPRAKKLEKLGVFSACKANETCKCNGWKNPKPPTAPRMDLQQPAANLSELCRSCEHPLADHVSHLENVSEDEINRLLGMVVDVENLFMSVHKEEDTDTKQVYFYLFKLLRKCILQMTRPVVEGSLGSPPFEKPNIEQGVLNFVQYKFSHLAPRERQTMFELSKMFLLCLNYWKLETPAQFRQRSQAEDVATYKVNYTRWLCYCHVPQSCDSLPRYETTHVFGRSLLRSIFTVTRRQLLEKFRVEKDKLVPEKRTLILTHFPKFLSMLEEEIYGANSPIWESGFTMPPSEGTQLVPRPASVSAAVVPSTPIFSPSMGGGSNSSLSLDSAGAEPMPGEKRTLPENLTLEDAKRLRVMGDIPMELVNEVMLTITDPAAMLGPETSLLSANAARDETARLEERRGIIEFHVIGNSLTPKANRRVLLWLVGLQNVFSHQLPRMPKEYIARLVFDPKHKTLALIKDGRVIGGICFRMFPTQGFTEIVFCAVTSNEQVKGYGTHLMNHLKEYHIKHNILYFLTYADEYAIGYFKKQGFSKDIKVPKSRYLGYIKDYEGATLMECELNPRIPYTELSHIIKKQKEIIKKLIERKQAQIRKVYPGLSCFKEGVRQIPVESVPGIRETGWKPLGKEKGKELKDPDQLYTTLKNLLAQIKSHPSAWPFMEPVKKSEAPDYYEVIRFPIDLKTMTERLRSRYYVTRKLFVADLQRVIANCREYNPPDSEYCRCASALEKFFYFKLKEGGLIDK
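ThioGlo1-coupled HAT assay: 20nM GCN5L2, 70uM acetyl-CoA, 75uM H3(1-25) peptide, pH 7.5. Fluorescence read at 340/540nm at start and after 20 min at room temperature.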
DT40 TDP1 no CPT: qHTS for Inhibitors of human tyrosyl-DNA phosphodiesterase 1 (TDP1): qHTS in cells in absence of CPT. actives 15% (n = 420,000). Potency, µM (series often up to 46.2 µM), for the others: at the top dose activity change, negative = growth inhibition, usual class: inhibitors. DT40 Tdp1-/- hTDP1 cells, no CPT, ATP luminescence, 48 h. AID 686978, 2013; also: nearly all actives have a fitted effect of over 55% in size
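Chicken DT40 Tdp1-/- cells complemented with human TDP1, screened without camptothecin (DMSO vehicle only), 400 cells/well. Compounds pin-transferred, cells incubated at 37 °C for at least 48 hr. Growth read as ATP-dependent luminescence (CellTiter-Glo, 30 min at RT).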
DT40 TDP1 CPT: growth inhibition of DT40 Tdp1-/-;hTDP1 cells with camptothecin (screen for TDP1 inhibitors); Potency, µM (series often up to 46.2 µM), inactives show at the highest dose activity change, negative = growth inhibition, usual class: inhibitors; chicken DT40 Tdp1-/-;hTDP1 cells + 20 nM CPT, ATP luminescence, 48 h; actives 12% (n = 420,000); also: nearly all actives have a fitted effect of over 55% in size
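Cell growth measured by CellTiter-Glo luminescence after a minimum 48 h, 37 C compound exposure with 20 nM CPT in Tdp1-knockout DT40 cells stably expressing hTDP1, seeded 400/well; qHTS titration format.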
* = called active by the depositor; ? = inconclusive; . = no result given; & = joins results of further samples. Calls follow the shape of the dose curve; as a rule, active = well fitted curve in the direction sought with a large enough effect; inconclusive = small, poorly fitted or top-dose-only effect, or another doubt; inactive = no such curve, though single readings can be large; an effect the other way counts as inactive or inconclusive. % is scaled to controls: 0 for no effect and ±100 for the full control effect; potency is read from the fitted curve at half-maximal effect.

SMILES | GCN5L2 inh | DT40 TDP1 no CPT | DT40 TDP1 CPT
Cc1cc(C)c(OCC(=O)N(Cc2ccc(N(C)C)cc2)CC2CCCO2)c(C)c1 (centres undefined) | -7% | 10µM* | 16µM*
O=C(CSc1oc(-c2ccco2)nc1S(=O)(=O)c1ccc(Br)cc1)c1ccccc1 | -11% | ? | ?
CC(Sc1nc2c(cc1C#N)CCCCC2)C(=O)O (centres undefined) | -5% | -24% | -18%
N#CCCN1CCN(Cn2c3ccccc3c3ccccc32)CC1 | -3% | -20% | -10%
COc1ccc(C)cc1NC(=O)c1ccc2c(c1)N(Cc1cccc(Cl)c1)C(=O)c1ccccc1S2=O (centres undefined) | 12% | -9% | -10%
COc1ccc(Oc2ccc(N/C=C3\CCCC3=O)cc2)cc1 | -1% | 26µM* | ?
COCCNC(=O)NC(=O)COC(=O)Cc1ccc2c(c1)OCCO2 | -10% | -9% | 4%
Cc1ccc(-n2nc3c(=O)n(CC(=O)NCCc4ccco4)nc(C)c3c2C)cc1 | -4% | -7% | ?
COc1c(O)cc2oc(-c3ccc(O)c(O)c3)cc(=O)c2c1O | -24%&-10% | ? | ?
COC(=O)[C@@]1(Cc2ccccc2)[C@H]2C(=O)N(C)C(=O)[C@H]2[C@H]2CN(C)C(=NCc3ccccc3)N21 | . | 5% | 16%
CC(CNC(=O)c1cc(COc2c(F)cccc2F)on1)Oc1cccnc1 (centres undefined) | 2% | 15µM* | 21µM*
CCOC(=O)Cn1cc(C#N)c2ccccc21 | 0% | -3% | -1%
CC(=O)c1ccc(NC(=S)NCCCN2CCOCC2)cc1 | -3% | 11% | 20%
COc1ccc(S(=O)(=O)N2CCOCC2)cc1N(C)S(=O)(=O)c1ccc(C)cc1 | -6% | ? | ?
Cc1noc(C)c1COc1cccc(C(=O)OC(C)C#N)c1 (centres undefined) | -4% | ? | ?
COc1ccc(C2CC(=O)C=C3c4ccc(OC)cc4CCC32)cc1 (centres undefined) | . | 26µM* | ?
COc1ccc(CNC(=O)CN(Cc2ccco2)C(=O)CNS(=O)(=O)c2ccc(F)cc2)cc1 | -2% | -17% | 4%
O=C(COc1ccccc1CNC[C@H]1O[C@@H](n2ccc(=O)[nH]c2=O)[C@H](O)[C@@H]1O)N1CCCCC1 | . | 5% | -2%
C/C=C(\C)CN1CCN(c2ccccc2F)CC1 | -2% | -3% | -7%
CCc1nc2ccc(C(=O)Nc3ccc4c(c3)OCC(=O)N4)cn2c1N(C)Cc1nccn1C | . | ? | ?
CC(CC#CCN1CCOCC1)OCCC#N (centres undefined) | 0% | 5% | -1%
CCOC(=O)COc1cc(N2C(=O)CSCC2=O)c(Cl)cc1Cl | -2% | -4% | -8%
C=C1C=C(C(F)F)n2ncc(C(=O)NCc3ccc(Cl)cc3)c2N1 | . | -28% | -6%
N=C1SCC(=O)N1c1ccc(Cl)cc1 | -3% | 3% | 8%
CCC1(c2ccccc2)NC(=O)N(CC(=O)Nc2ccc(N3CCOCC3)cc2)C1=O (centres undefined) | -1% | 0% | -10%

Other records
SMILES | GCN5L2 inh | DT40 TDP1 no CPT | DT40 TDP1 CPT
CCOc1ccc(NC(=O)CSc2ccc3nnc(-c4cccnc4)n3n2)cc1 | -1% | ? | -12%
COc1ccc(CCc2nnc(CCC(=O)N(C)Cc3ccnc4ccccc34)o2)cc1 | 2% | 4.6µM* | ?
COc1ccc(CN2CCN(C(=O)C3CCC(CNS(=O)(=O)c4ccc(C)cc4)CC3)CC2)c(OC)c1OC (centres undefined) | -13% | 21µM* | ?
COc1ccc(N(CC(=O)Nc2cccc(C(C)=O)c2)S(=O)(=O)c2ccc(NC(C)=O)cc2)cc1 | -22% | -30% | ?
Cc1nc2sc(C(c3ccco3)N3CCC(Cc4ccccc4)CC3)c(O)n2n1 (centres undefined) | -7% | ? | -26%
CCOc1ccccc1-n1c(SCC(=O)Nc2nccs2)nnc1-c1ccoc1C | -2% | ? | ?
Cc1cc(C(=O)COC(=O)C2=NNC(=O)CC2)c(C)n1-c1ccccc1 | -20% | -13% | -24%
Cc1cc(=O)n2cn[nH]c2n1 | . | 2% | 22%
CCOC(=O)c1sc2ncn(CC(=O)Nc3ccc(OC)c(Cl)c3)c(=O)c2c1C | -1% | -9% | 13%
S=c1[nH]c2ccccc2n1Cc1ccccc1 | -13% | ? | ?
O=C(O)c1cc(NCc2cc(O)ccc2O)ccc1O | -15% | ? | ?
Cc1ccc(C(=O)NC2CC(C)(C)NC(C)(C)C2)cc1S(=O)(=O)N1CCOCC1 | . | -23% | -10%
O=C1NCCC/C1=N/Nc1ccc(F)cc1 | -5% | -8% | 0%
CCN1C(=O)[C@H]2[C@@H](c3ccc(-c4ccc(F)cc4)c(OC)c3)N3CCC[C@@]3(C(=O)OC)[C@H]2C1=O | -9% | 8.2µM* | 8.2µM*
O=C(CSCCO)Nc1nccs1 | -4% | -18% | 6%
CC1CCc2c(C(=O)NCCN3CCOCC3)csc2C1 (centres undefined) | 0% | -16% | -1%
CCC(C)c1ccc(NC(=S)NCc2cccnc2)cc1 (centres undefined) | 7% | 7.3µM* | ?
Cc1cc(OCc2cc(C(=O)N3CCC(Oc4cccnc4)CC3)no2)cc(C)c1Cl | -23% | 15µM* | 13µM*
CCOC(=O)C1=C(COC(=O)COc2ccccc2OCC)NC(=O)NC1C (centres undefined) | 0% | -10% | 1%
O=S(=O)(NCc1ccc2c(c1)OCO2)c1ccc(Cl)s1 | -6% | -2% | -12%
CC(=O)Nc1ccc(NC(=O)CNC(=O)c2cccc(C)c2)cc1 | -7% | 0% | 4%
COC(=O)c1cc(S(=O)(=O)N2CCN(C3CCCCC3)CC2)c[nH]1 | -6% | -21% | -19%
CC(C)(C)N(Cc1ccccc1)C(=O)COC(=O)c1ccc(N2CCCC2=O)cc1 | -5% | 16µM* | ?
O=C1c2ccccc2S(=O)(=O)c2cc(C(=O)N3CCC(C(=O)N4CCCCC4)CC3)ccc21 | . | -23% | -24%
Cc1nc2cccnc2n1-c1cccc(C(=O)NCCN(C)C)c1 | 2% | -3% | -5%

A draw from above in order of length of the SMILES, highest first:
SMILES | GCN5L2 inh | DT40 TDP1 no CPT | DT40 TDP1 CPT
COc1ccc(N(CC(=O)Nc2cccc(C(C)=O)c2)S(=O)(=O)c2ccc(NC(C)=O)cc2)cc1 | -22% | -30% | ?
Cc1nc2sc(C(c3ccco3)N3CCC(Cc4ccccc4)CC3)c(O)n2n1 (centres undefined) | -7% | ? | -26%
CCOc1ccc(NC(=O)CSc2ccc3nnc(-c4cccnc4)n3n2)cc1 | -1% | ? | -12%

(list continues)
SMILES | GCN5L2 inh | DT40 TDP1 no CPT | DT40 TDP1 CPT
Cc1ccc(S(=O)(=O)N(C)C)cc1NC(=O)c1cc(S(=O)(=O)N2CCCCC2)ccc1N1CCOCC1 | -25% | 12µM* | ?
CCC1=C(c2ccc(C)cc2)S(=O)(=O)N=C1N1CCC(C(=O)NCCc2cccc(OC)c2)CC1 | -2% | ? | ?
O=S(=O)(c1ccc(Br)s1)N1CCN(c2ccccn2)CC1 | -2% | -8% | ?
NNC(=O)CSCc1ccc(Cl)cc1Cl | 4% | 5% | 10%
CCN(CC)C(=O)N1c2ccccc2CC(N(CC)CC)c2ccccc21 (centres undefined) | ? | 5.8µM* | 7.3µM*
CCCCOP(=O)(c1ccc(N(C)C)cc1)C(O)c1ccc(OC)cc1 (centres undefined) | 3% | 0% | -7%
COCc1nnc(NC(=O)C2CCN(C(=O)c3ccccc3)CC2)s1 | . | 8% | -2%
Cc1ccccc1SCC(=O)NCC(c1ccc(F)cc1)N1CCOCC1 (centres undefined) | 1% | ? | ?
COc1ccccc1N(CC(=O)NCc1ccco1)S(=O)(=O)c1ccc(C)cc1 | -25% | -2% | -21%
CCOC(=O)C1CCN(C(=O)Nc2ccc(OCc3ccccc3)cc2)CC1 | -3% | -27% | 1%
O=C(CSc1nc(C2CC2)nc2ccccc12)N1CCc2ccccc21 | . | -8% | -16%
CC(=O)c1cccc(N2C(=O)Nc3ccccc3N2O)c1 | -1% | -1% | 1%
CCCc1cc(=O)[nH]c(SCC(=O)N2CCc3cc(OC)c(OC)cc3C2)n1 | -6% | 12% | 0%
O=C(COC(=O)/C=C/c1cccc(C(F)(F)F)c1)NCc1cccs1 | 3% | -4% | -21%
CC1(C)CC(=O)C/C(=N/NC(=O)C2CCN(S(=O)(=O)c3cccs3)CC2)C1 | -6% | 25% | -11%
O=S(=O)(NC1CCCC1)c1ccc(Br)s1 | -5% | -3% | 7%
Cc1nc2ncnn2c(C)c1CCC(=O)N1CCN(c2ccccc2)CC1 | -5% | -5% | 15%
COc1ccc(/C=C/C(=O)c2ccc[nH]2)cc1OC | -8% | ? | -9%
CC(C)c1nc(SCC(=O)Nc2cccc3ccccc23)n[nH]1 | 0% | -19% | -20%
COc1ccc(N2CC(NC(=O)c3ccc4c(c3)OCO4)CC2=O)cc1OC (centres undefined) | -3% | 5% | -2%
O=C1OC(c2ccccc2)(c2ccccc2)c2ccsc21 | . | -8% | 2%
O=C(c1cnccn1)N1CCC2(CCCN(Cc3ccccc3)C2)CC1 | -10% | -1% | 20%
CC(=O)c1cccc(NS(=O)(=O)c2cc3c(cc2C)n(C)c(=O)c(=O)n3C)c1 | -8% | -24% | 13%
O=C(COC(=O)CC1CCCC1)Nc1cccc(F)c1 | 2% | 10% | -2%
CCc1ccccc1NC(=O)NCc1ccc2c(c1)OCO2 | -3% | -17% | -6%

Remaining list, next part.
SMILES | GCN5L2 inh | DT40 TDP1 no CPT | DT40 TDP1 CPT
O=c1nc2n(c3ncccc13)CCCCC2 | -16% | -2% | -4%
NS(=O)(=O)c1ccc(CCNC(=O)CNC(=O)c2ccc(Oc3ccccc3)cc2)cc1 | -7% | 0% | 17%
CCS(=O)(=O)N1CCCC(c2nc(-c3cccc(OC)c3)no2)C1 (centres undefined) | -2% | -21% | -29%
O=C(COC(=O)c1ccc(O)cc1)NC1CCCC1 | 2% | -21% | -8%
COc1ccc(OC)c(CNCc2c(C(=O)O)n(Cc3cccc(F)c3)c3cc(OC)ccc23)c1 | -3% | 21µM* | ?
CC(C)CSCC1OC(n2cnc3c(N)nccc32)C(O)C1O (centres undefined) | . | 21µM* | ?
O=C(CSc1n[nH]c(-c2ccccc2)n1)NC(=O)NCc1ccco1 | -9% | ? | -30%
O=C(COC(=O)CNC(=O)c1ccccc1F)NCCNC(=O)COC(=O)CNC(=O)c1ccccc1F | 2% | -23% | -5%
CC(C)(C)C(=O)c1cn(CC(=O)O)c2ccccc12 | -4% | -6% | -2%
O=C(CSc1ccc2c(c1)OCCO2)Nc1ccc(N2CCOCC2)cc1 | 0% | -27% | -2%
CC1Cc2ccccc2N1C(=O)CNCCCN(C)C (centres undefined) | -3% | -27% | 11%
CCOc1cc(C(=O)Nc2ccccc2N2CCN(S(C)(=O)=O)CC2)cc(OCC)c1OCC | -4% | ? | ?
Cc1ccc(CNC(=O)CNC(=S)N(Cc2ccccc2)Cc2cccnc2)cc1 | 4% | 26µM* | ?

Structures above with an aryl thioether with sulfur outside any ring, in the order listed:
SMILES | GCN5L2 inh | DT40 TDP1 no CPT | DT40 TDP1 CPT
O=C(CSc1oc(-c2ccco2)nc1S(=O)(=O)c1ccc(Br)cc1)c1ccccc1 | -11% | ? | ?
CC(Sc1nc2c(cc1C#N)CCCCC2)C(=O)O (centres undefined) | -5% | -24% | -18%
CCOc1ccc(NC(=O)CSc2ccc3nnc(-c4cccnc4)n3n2)cc1 | -1% | ? | -12%
CCOc1ccccc1-n1c(SCC(=O)Nc2nccs2)nnc1-c1ccoc1C | -2% | ? | ?
Cc1ccccc1SCC(=O)NCC(c1ccc(F)cc1)N1CCOCC1 (centres undefined) | 1% | ? | ?
O=C(CSc1nc(C2CC2)nc2ccccc12)N1CCc2ccccc21 | . | -8% | -16%
CCCc1cc(=O)[nH]c(SCC(=O)N2CCc3cc(OC)c(OC)cc3C2)n1 | -6% | 12% | 0%
CC(C)c1nc(SCC(=O)Nc2cccc3ccccc23)n[nH]1 | 0% | -19% | -20%
O=C(CSc1n[nH]c(-c2ccccc2)n1)NC(=O)NCc1ccco1 | -9% | ? | -30%
O=C(CSc1ccc2c(c1)OCCO2)Nc1ccc(N2CCOCC2)cc1 | 0% | -27% | -2%

These rows are one share of the data (hit frequency here may not be typical).
